HIF-2a block – blocks HIF-2a reporter activity. 360,000 tested, 0.72% active. 786-0 RCC cells HIF-2a reporter, luciferase luminescence, overnight. inhibition, % at 18.8 µM;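 active = inhibition of the luminescence signal of 40% or more relative to plate controls, in a single-dose primary screen at 18.75 µM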
KKLEB cytotox – counter-screen for CF NF-kB inhibitors: cytotoxicity. activity change (cytotoxicity), % at 5 µM. 360,000 tested, 0.36% active. KKLEB CF airway cells viability, ATPlite luminescence, overnight; active compounds read low; cells stimulated with P. aeruginosa culture filtrate;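 active = corrected activity change at or below -50% at 5 µM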
Shn3 inh set2 – inhibitors of Schnurri-3 3'UTR reporter in osteoblasts | Clone20 osteoblast Shn3 3'UTR firefly luciferase, 24 h | inhibition, % at 12.5 µM | 360,000 tested, 0.52% active | AID 588674;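 active = mean inhibition of at least 75% with every replicate also reaching 75%; inconclusive = mean inhibition at least 75% but some replicate below; inactive = mean inhibition below 75%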;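 note: 0% = median of neutral control wells and 100% = pilot-screen positive control compound; some compounds past the cut are filed as inactive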
MITF TRPM1 inh – MITF TRPM1 promoter inhibition in SK-MEL-5 cells | AID 488899 | 330,000 tested, 0.83% active | inhibition, % at 12.5 µM | SK-MEL-5 TRPM1 promoter luciferase, 24 h;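 active = mean inhibition across replicates of 60% or more, whatever share of single replicates reaches that level; inconclusive = some that reach 60%, reason not given; inactive = mean inhibition across replicates below 60%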; note: values of inactives mirror those of a sister screen read the other way
aDG glyco up – alpha-DG glycosylation activation; Pro5-aDG cells, alpha-DG glycosylation AlphaScreen (IIH6); 0% Pro5, 100% B10-LARGE cell signal; activation, % at 10 µM; 360,000 tested, 0.22% active;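 active = activation of at least 8% versus controls, or a plate z-score of at least 8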;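 note: Pro5 are CHO cells carrying HIG-tagged alpha-DG that lacks glycosylation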
Peg3 prom inh – reduces Peg3 promoter-driven luciferase expression in HeLa. HeLa PEG-Prom luciferase reporter, luminescence, overnight. inhibition, % at 20 µM. 360,000 tested, 1.7% active. AID 588405;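 active = inhibition of at least 50% at 20 µM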
TWEAK Fn14 block – TWEAK-Fn14 signaling inhibition; TWEAK-stimulated Fn14 reporter cells, luciferase luminescence, 8 h; inhibition, % at 10 µM; 360,000 tested, 2% active; AID 1159606; in the data active = inhibition above about 50%
NR2E3 ag-1 – activates human photoreceptor nuclear receptor NR2E3. Q9Y5X4. GST-NR2E3/biotin-RetCOR TR-FRET, 1536-well. inhibition of corepressor binding, % at 4.78 µM. 320,000 tested, 0.12% active. AID 2300;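 active = percent inhibition above the cutoff of mean plus 3 SD of all tested compounds, set per screening campaign, cut at about 20% in these data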;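 note: 0% = DMSO wells and 100% = biotin wells as full block of FRET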
Target sequence (Q9Y5X4 whole entry, looked up): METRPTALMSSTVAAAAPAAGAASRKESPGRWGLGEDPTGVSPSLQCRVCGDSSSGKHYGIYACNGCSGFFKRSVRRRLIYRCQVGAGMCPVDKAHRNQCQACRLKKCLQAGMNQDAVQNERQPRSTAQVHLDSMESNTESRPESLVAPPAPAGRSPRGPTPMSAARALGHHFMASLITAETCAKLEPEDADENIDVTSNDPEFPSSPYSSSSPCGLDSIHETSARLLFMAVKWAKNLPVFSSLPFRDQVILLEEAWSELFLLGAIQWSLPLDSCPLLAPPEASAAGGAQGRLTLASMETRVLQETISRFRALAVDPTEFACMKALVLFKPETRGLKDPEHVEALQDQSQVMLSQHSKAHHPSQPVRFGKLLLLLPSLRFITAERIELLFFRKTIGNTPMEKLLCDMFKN
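Test system: GST-NR2E3 and biotin-RetCOR proteins | Quantity: 1.35 nM GST-tagged NR2E3 final | Medium: Tris pH 7.5 | Also added: 7 nM biotin-RetCOR | Dosing: Compound at 4.8 µM, single dose | Timing: 5 h at 4 °C | Detection: Time-resolved FRET | Read-out basis: Percent inhibition | Benchmarks: Biotin wells as high control, 0.6% DMSO wells as low control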
NR2E3 ag-2 – human photoreceptor-specific nuclear receptor agonism; Q9Y5X4; CHO-S Gal4-NCOR/VP16-NR2E3 two-hybrid, luciferase; inhibition of corepressor binding, % at 3.98 µM; 360,000 tested, 0.35% active; AID 602229;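 active = inhibition above the mean of all tested compounds plus 3 SD, cut at about 70% in these data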;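 note: 0% = DMSO with NR2E3 transfected cells and 100% = cells lacking NR2E3 construct; higher means lower luciferase signal from less NR2E3 corepressor binding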
CF NFkB block – blocks PAF-induced NF-kB reporter in cystic fibrosis cells. KKLEB NF-kB-GFP reporter, GFP fluorescence overnight. inhibition, % at 5 µM. 360,000 tested, 0.86% active. AID 588850;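 active = at least 50% inhibition at 5 µM, scaled per plate between neutral and stimulator controls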;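 note: PAF is a Pseudomonas aeruginosa culture filtrate used as stimulus; plate controls were PAF-stimulated DMSO wells for no effect and unstimulated DMSO wells for full effect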
hiPSC survival – hiPSC single-cell survival enhancement. ATPlite luminescence; 100% = ROCK inhibitor wells, 0% = DMSO. survival enhancement, % at 20 µM. 360,000 tested, 0.044% active. AID 602274; in the data active = survival enhancement above about 18%;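 note: cells exposed to compounds for 16 hours before the ATP read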
Active calls of the source: *; u = inconclusive; x = no result given.

SMILES	HIF-2a block	KKLEB cytotox	Shn3 inh set2	MITF TRPM1 inh	aDG glyco up	Peg3 prom inh	TWEAK Fn14 block	NR2E3 ag-1	NR2E3 ag-2	CF NFkB block	hiPSC survival
CC1CCN(C(=O)CN2C(=O)C(=O)N(C)C2=O)c2ccccc2S1 (stereo not given)	-8	16	1	16	0.3	6	4	1	-6	-10	-1.6
COc1ccc(C(=O)C2CCCN(Cc3cccn3-c3nccs3)C2)cc1F (stereo not given)	17	-16	28	6	0.7	-4	1	1	-31	16	0.9
COc1ccccc1/C=C1/C(=O)N(c2ccc([N+](=O)[O-])cc2)N=C1C	11	-3	-9	3	0.1	13	-16	-2	-13	-11	-0.5
COc1ccc(CNC(=O)CSc2ncnc3ccccc23)cc1OC	10	-6	-1	10	-0.1	9	-11	6	-2	2	2.2
CCCN(CC(=O)Nc1ccc(F)c(F)c1F)C(=O)Cc1ccc(S(=O)(=O)N2CCOCC2)s1	8	0	-16	8	0.2	6	11	5	12	14	-2.8
O=C(NCc1ccc(Cl)cc1)c1ccc(CSc2nc3ccncc3[nH]2)cc1	3	-3	7	-3	0.0	31	25	1	-25	18	-0.6
CCCNC(=S)N1CCC(NC(=O)C2CCCCC2)CC1	9	1	-12	4	0.1	10	8	3	-6	-4	2.5
O=c1[nH]nc(SCc2nnc(-c3cccc(Cl)c3)o2)n1C1CCCCC1	8	-1	28	5	0.9	11	3	-1	-5	5	-0.4
Oc1ccccc1/C=N/Nc1nccnc1Cl	-128	3	u	-6	4.2	-63	-38	2	-113	-19	-3.7
Cc1ccc(F)cc1C(=O)N1CCCCC1c1cc(C(=O)NCc2ccccc2)no1 (stereo not given)	10	3	11	x	0.5	5	-11	x	-14	-1	-1.8
COc1ccc(C(=O)C[n+]2ccccc2C)cc1	22	3	-11	18	-0.2	-5	3	-5	-17	9	2.2
CC(C)c1ccc(NC(=O)COc2ccccn2)cc1	-168	-2	-38	-76	-0.3	-204	-14	1	-75	12	-0.5
CC(C)NCC1CCc2cc(CO)c([N+](=O)[O-])cc2N1 (stereo not given)	5	8	-93	-4	-0.2	6	5	1	-1	16	0.5
C=CCSc1nnc(CNC(=O)c2ccc(Cl)cc2)n1CC	2	-6	20	0	0.1	6	-19	-3	-1	3	1.1
COc1cc(Cl)c(C)cc1NC(=O)CCCN1C(=O)CCC1=O	7	-1	-5	7	-0.2	-1	-15	3	12	0	-0.6
COC(=O)Cc1ccc(NC(=S)N2CCN(c3ccc(OC)cc3)CC2)cc1	17	9	14	-1	0.4	6	11	1	-2	3	-1.9
COc1ccc(-n2c(CN3CCN(c4ccc(F)cc4)CC3)nc3ccc([N+](=O)[O-])cc3c2=O)c(OC)c1	5	-17	19	9	-0.1	18	-15	1	-22	16	0.0
Cc1ccc(C)n1-c1ncc(Br)cn1	19	21	-5	-15	-0.1	-11	-1	0	-11	-5	-1.1
Cc1nnc(NC(=O)c2ccco2)s1	-3	5	-7	1	-0.1	-2	10	1	-24	2	-0.6
CCCC(C)C(=O)Nc1ccc(NC(C)=O)cc1 (stereo not given)	9	11	-9	8	-0.2	4	-12	1	-11	-23	4.1
CCCCCCCCCC(=O)OCC(O)CO (stereo not given)	-3	23	-20	5	0.2	7	7	1	-1	-5	-0.4
CCn1c(N)c(C(=O)NC2CCCCC2)sc1=S	-4	-8	-2	-9	1.0	13	-16	2	19	10	-1.3
Cc1nc([N+](=O)[O-])cn1CC(O)c1ccc(-c2ccccc2)cc1 (stereo not given)	16	-14	0	-8	0.2	28	-5	0	4	25	-0.7
Cc1ccccc1NC(=O)CCCSc1nc2ccccc2s1	-53	9	-1	1	-0.2	1	6	2	2	-24	-2.7
O=C(N/N=C/c1ccc[nH]1)c1c[nH]c2ccccc12	-29	-12	-19	-1	-0.3	-108	-23	x	-19	11	-0.4

Overlap with the part before: 4 compounds; new compounds follow.
SMILES	HIF-2a block	KKLEB cytotox	Shn3 inh set2	MITF TRPM1 inh	aDG glyco up	Peg3 prom inh	TWEAK Fn14 block	NR2E3 ag-1	NR2E3 ag-2	CF NFkB block	hiPSC survival
CCn1c(N)c(C(=O)NC2CCCCC2)sc1=S	-4	-8	-2	-9	1.0	13	-16	2	19	10	-1.3
Cc1nc([N+](=O)[O-])cn1CC(O)c1ccc(-c2ccccc2)cc1 (stereo not given)	16	-14	0	-8	0.2	28	-5	0	4	25	-0.7
Cc1ccccc1NC(=O)CCCSc1nc2ccccc2s1	-53	9	-1	1	-0.2	1	6	2	2	-24	-2.7
O=C(N/N=C/c1ccc[nH]1)c1c[nH]c2ccccc12	-29	-12	-19	-1	-0.3	-108	-23	x	-19	11	-0.4
O=C(CSc1n[nH]c(=O)[nH]c1=O)NCC1CCCCC1	13	4	-2	3	-0.1	8	-3	0	-2	6	-0.5
COc1cccc(NC(=O)CCc2c(C)nn(-c3ccc(N4CCOCC4)nn3)c2C)c1	-74	-8	-24	-6	-0.2	-82	5	-1	2	-2	-0.4
Clc1ccccc1C1CC(c2ccccc2)=Nc2ccccc2N1 (stereo not given)	-30	10	-21	-46	0.0	-4	-37	1	-156	-8	0.4
CCOc1cc2c(cc1OCC)CN(CC(=O)Nc1ccccc1C(=O)NC1CC1)CC2	16	15	-2	4	-0.3	6	14	1	-15	-1	-1.7
CN(C)Cc1cc(C(F)(F)F)ccc1C(O)(c1ccccc1)c1ccccc1	9	-4	13	4	1.3	14	12	x	-8	10	-0.6
CCOC(=O)COc1ccccc1/C=N\NC(=O)c1cc2c(ccc3ccccc32)o1	-24	3	-7	-4	0.1	-20	8	x	-16	12	1.0
CCC1([N+](=O)[O-])COC(c2ccc(C)cc2)OC1 (stereo not given)	-5	-11	-8	0	0.1	1	-2	x	-17	15	-1.2
CN(C)CCN(Cc1ccccc1)C(=O)c1[nH]c(C(F)(F)F)nc1-c1ccccc1	12	-21	7	x	-0.5	4	-13	x	-2	0	-0.9
COc1cccc2cc(C(=O)N(Cc3ccccc3)CC3CCCO3)c(=O)oc12 (stereo not given)	4	-2	-7	-1	0.1	4	7	-3	-23	-8	14
COc1cc(OC)cc(C(=O)NCc2cccnc2)c1	13	6	11	7	0.2	10	5	1	-2	-2	3.7
CC(C)CCN1CCN(Cc2ccc(C#CC(C)(C)O)s2)CC1CCO (stereo not given)	11	1	-11	4	0.0	26	-1	0	-3	5	0.4
Cc1onc(-c2ccccc2Cl)c1C(=O)N1CCC(Cc2ccccc2)CC1	12	-17	89*	14	0.1	21	11	2	16	26	0.9
N#C/C(=C(\O)Cc1ccccc1)c1nc2ccccc2[nH]1	-2	-25	90*	4	-0.5	17	14	1	10	22	3.6
Cc1ccc(S(=O)(=O)NCc2ccncc2)cc1	20	4	75	13	6.1	12	26	-1	74*	-10	-1.2
O=C(NCc1ccncc1)c1csc([C@@H]2O[C@H](CO)[C@@H](O)[C@H]2O)n1	12	6	16	x	-0.2	-1	-2	x	-16	-26	3.7
Cc1nccn1CC(O)COC1CCCCC1 (stereo not given)	11	1	5	3	0.1	12	-35	4	6	-4	-1.3
CC(=O)c1cc2c(cc1NS(=O)(=O)c1ccc3c(c1)OCCO3)OCO2	25	9	28	-4	0.0	14	-19	2	16	-3	1.8
CCCNC(=O)c1ccc2c(c1)S(=O)(=O)c1ccccc1C2=O	-16	-2	17	-3	0.0	20	-19	1	10	-3	-0.2
CC1C(=O)N(Cc2cn(Cc3ccco3)nn2)CCS(=O)(=O)N1Cc1ccc(-c2ccc(Cl)c(Cl)c2)cc1 (stereo not given)	-21	5	14	x	0.0	21	-7	x	-8	65*	0.1
CC(C)n1c(-c2ccco2)csc1=Nc1cccnc1	-18	-5	73	20	2.2	-9	11	-3	32	2	-2.2
O=C(NCC1CCCO1)C1CCN(S(=O)(=O)c2cc(Cl)ccc2Cl)CC1 (stereo not given)	17	-1	5	6	0.0	13	-22	0	-18	3	0.1
O=C(NN=Cc1c[nH]c2ccccc12)NN=Cc1c[nH]c2ccccc12	-144	7	-27	x	0.1	-203	-33	x	-5	-7	-2.1
COc1cccc(-c2nc(-c3ccc(NC(=O)c4ccncc4)cc3)no2)c1	-43	22	31	8	1.0	-94	-2	-1	-6	-23	-1.3
COc1cc(-c2nnc3sc(-c4ccncc4)nn23)cc(OC)c1OC	14	-27	-16	-23	0.0	1	-56	0	-30	-14	-0.5
Cc1ccccc1NC(=S)Nn1cnnc1	7	3	12	5	-0.1	-1	6	3	14	4	0.3

Going on with the list.
SMILES	HIF-2a block	KKLEB cytotox	Shn3 inh set2	MITF TRPM1 inh	aDG glyco up	Peg3 prom inh	TWEAK Fn14 block	NR2E3 ag-1	NR2E3 ag-2	CF NFkB block	hiPSC survival
O=C(NNC(=O)C1C2CCC(C2)C1C(=O)O)c1cccc(Cl)c1 (stereo not given)	-1	-10	-2	2	-0.5	-10	-2	0	15	-18	0.7
COC(=O)c1ccc(NC(=O)c2ccc3c(c2)C(=O)N(Cc2cccnc2)C3=O)cc1	16	9	0	9	-0.2	16	-10	1	4	-6	0.0
Cc1ccc(C(=O)c2coc3ccc(O)c(Cl)c23)cc1	-23	-21	-49	-63	0.3	-258	-4	3	-130	43	0.2
CC1CN(C(=O)COc2ncnc3ccccc23)CC(C)O1 (stereo not given)	14	1	-14	-6	0.2	6	-3	1	-10	-18	1.5
Cc1c(C=O)n(C)n(-c2ccccc2)c1=O	21	1	0	-3	-0.1	6	30	1	-18	-5	3.1
COc1cc(C(=O)NCCC(=O)NC2CCC(C)CC2)cc(OC)c1OC (stereo not given)	9	13	7	-1	-0.4	6	-8	-1	-14	3	-0.4
CNC(=O)C1Cc2c(-c3ccc4c(c3)OCO4)ccnc2O1 (stereo not given)	-1	-2	4	x	0.6	10	19	x	21	-18	2.2
O=C(Nc1scc(-c2ccccc2)c1C(=O)O)c1ccccc1Cl	-95	-6	13	-4	-0.1	-62	-6	-1	-72	14	-0.5
Cc1ccc(C(=O)Nc2c(C)n(C)n(-c3ccccc3)c2=O)cc1S(=O)(=O)N1CCCCC1	0	-4	23	x	-0.1	-3	-14	x	15	16	-0.3
Cc1ccccc1C(=O)N1CCN(c2ccc([N+](=O)[O-])c(NCc3ccco3)c2)CC1	19	3	19	-8	0.0	16	18	4	-23	-5	0.9
CCOC(=O)CCCNc1ccc([N+](=O)[O-])cc1[N+](=O)[O-]	6	-18	11	3	0.2	2	13	1	-7	11	0.4
CCn1cc(-c2ccnc3cc(C(=O)O)nn23)c(C)n1	14	-6	14	7	-0.2	5	9	2	-30	13	-0.4
CCC1Oc2ccccc2N(CC(=O)NCCc2ccc(OC)c(OC)c2)C1=O (stereo not given)	-1	-1	0	-4	0.1	6	0	3	-1	8	-3.3
O=C(Nc1cccc(Cl)c1)N1CCN(Cc2ccccc2)CC1	-220	2	-30	-80	0.0	-197	-46	-2	-80	6	0.4

Screening results as filed in PubChem BioAssay.
